From PubChem
LMPTP inh = blocks human LMPTP phosphatase. P24666. recombinant LMPTP-A, OMFP fluorogenic substrate, fluorescence intensity. inhibition, % at 20 µM. 0.22% of 360,000 active;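 active = compounds that cut the enzyme signal by at least half of the control window in the single-dose screen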;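 also: plate controls were DMSO wells with enzyme plus substrate for no effect and substrate without enzyme for full effect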
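Test system – LMPTP-A phosphatase enzyme · Quantity – 0.625 nM LMPTP-A final · Reagent – OMFP substrate, 400 µM final · Dosing – one test concentration per compound, 20 µM, with 3% DMSO overall · Timing – 50 min enzyme reaction at room temperature, protected from light · Detection – fluorescence intensity · Controls – substrate-only low control, DMSO enzyme-plus-substrate high control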
Scp1 inh = inhibitors of human Scp-1 phosphatase; Q9GZU7; AID 493091; Recombinant Scp1, phosphopeptide, malachite green phosphate absorbance; inhibition, % at 20 µM; 0.88% of 340,000 active;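 active = inhibition above about 50% at 20 µM, limit read from the data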;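 also: plate controls were DMSO wells with enzyme for no effect and wells lacking enzyme for full effect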
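Test system: SCP-1 phosphatase catalytic domain, residues 76-261 | Compound dosing: One concentration, 20 µM, with 1.0% DMSO | Schedule: 45 min room-temperature reaction, 5 min colour, 30 min stabiliser | Detection: Absorbance at 630 nm | Read-out basis: % inhibition of SCP-1 phosphate liberation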
PABP1 MLLE inh = inhibitors of microRNA-mediated deadenylation, human PABP1 MLLE binding; GST-MLLE / FITC-PAM2 fluorescence polarization; 0.36% of 360,000 active; inhibition, % at 20 µM; P11940; in the data active = inhibition above about 35%, passing the limit was not always enough;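 also: plate controls were DMSO wells with GST-MLLE for no effect and wells lacking GST-MLLE protein for full effect; some results filed as inactive read as strong as hits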
DNMT1 block = DNMT1 (human) enzyme inhibition; inhibition (reported as % activation of signal), % at 10 µM; 0.83% of 360,000 active; AID 588458; DNMT1 molecular beacon, Hinp1I cleavage, fluorescence; in the data active = inhibition above about 50%
STEP inh = blocks human striatal-enriched tyrosine phosphatase; recombinant STEP, OMFP fluorogenic substrate, fluorescence; inhibition, % at 20 µM; 0.25% of 360,000 active;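 active = inhibition at 20 µM, scaled per plate between control wells, above about 37%, limit read from the data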;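 also: 0% = DMSO with enzyme and substrate and 100% = substrate only without enzyme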
Target sequence (P54829 whole entry, looked up): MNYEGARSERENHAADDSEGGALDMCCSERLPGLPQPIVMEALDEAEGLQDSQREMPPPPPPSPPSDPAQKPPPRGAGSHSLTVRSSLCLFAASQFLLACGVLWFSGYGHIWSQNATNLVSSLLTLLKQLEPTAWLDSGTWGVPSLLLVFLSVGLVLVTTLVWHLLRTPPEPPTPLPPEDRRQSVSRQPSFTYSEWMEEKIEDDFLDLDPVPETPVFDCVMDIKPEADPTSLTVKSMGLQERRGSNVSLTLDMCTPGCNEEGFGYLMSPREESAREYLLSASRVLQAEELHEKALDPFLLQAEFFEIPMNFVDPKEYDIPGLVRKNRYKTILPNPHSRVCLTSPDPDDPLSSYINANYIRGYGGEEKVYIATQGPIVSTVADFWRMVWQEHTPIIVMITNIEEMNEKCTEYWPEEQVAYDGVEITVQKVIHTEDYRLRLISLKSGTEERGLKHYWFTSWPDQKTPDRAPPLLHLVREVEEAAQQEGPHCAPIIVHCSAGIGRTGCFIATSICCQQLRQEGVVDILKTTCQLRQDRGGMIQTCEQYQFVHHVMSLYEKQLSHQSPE
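medium = Bis-Tris buffer pH 6.0, 2.5 mM DTT, 0.005% Tween 20 | test system = STEP (striatal-enriched tyrosine phosphatase) enzyme, cell-free | measure = normalized % inhibition | compound dosing = 20 µM, 1% DMSO | also added = 25 µM OMFP | schedule = reaction 20 min, ambient temperature | measured by = fluorescence read at 480 nm ex / 540 nm em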
Tb MetRS inh = blocks T. brucei methionyl-tRNA synthetase activity | 0.4% of 360,000 active | AID 624268 | inhibition, % at 11.9 µM | purified T. brucei MetRS, ATP depletion, Kinase-Glo luminescence;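 active = inhibition above a per-plate cutoff of the control wells' mean inhibition plus 3 SD, cut at about 5.5% in these data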;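 also: 0% = DMSO wells median and 100% = median of wells with control inhibitor compound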
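Test system – parasite MetRS enzyme · Reagent – substrates ATP, L-methionine and bulk Escherichia coli tRNA · Doses – 11.9 µM compound single dose, 0.9% DMSO · Times – 15 min enzyme-compound preincubation, 2 h reaction, 10 min detection, 25 °C · Signal – Kinase-Glo luminescence, ATP depletion format · Controls – DMSO-only wells as low control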
CSN deneddyl inh = blocks human CSN-mediated cullin deneddylation; Purified CSN, SCF-Nedd8-OG deneddylation, fluorescence polarization; inhibition, % at 12.5 µM; 0.38% of 360,000 active; Q92905;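 active = pattern-corrected inhibition above about 35%, with an unprinted fluorescence ratio check between 0.5 and 1.5, limit read from the data, passing the limit was not always enough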;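 also: 0% = enzyme with substrate and 100% = substrate without enzyme; some results filed as inactive read as strong as hits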
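Assay system: HEK293T-derived human Csn5 enzyme; quantity: 0.24 nM enzyme; medium: Tris/NaCl/DTT buffer, pH 7.5; also added: substrate SCFSkp2-Nedd8OG, 10 nM; doses: 12.5 µM compound; schedule: 90 min reaction at room temperature; signal: FP; read-out: % inhibition of substrate cleavage by Csn5; benchmarks: substrate-only high control, full reaction low control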
NadD block = NadD (S. aureus) enzyme inhibition; purified NadD enzyme, colorimetric absorbance read-out; inhibition, % at 20 µM; 0.78% of 360,000 active; in the data active = inhibition above about 26%; also: some compounds past the cut are filed as inactive
Rpn11 block = blocks the human proteasome subunit Rpn11. O00487. human 26S proteasome, Ub4-pepOG fluorescence polarization; 20S core pre-blocked with epoxomicin. 0.59% of 360,000 active. calls only at 20 µM. AID 588493;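 active = inhibition at 20 µM, scaled to each plate's controls, above about 33%, limit read from the data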
Target sequence (O00487 whole entry, looked up): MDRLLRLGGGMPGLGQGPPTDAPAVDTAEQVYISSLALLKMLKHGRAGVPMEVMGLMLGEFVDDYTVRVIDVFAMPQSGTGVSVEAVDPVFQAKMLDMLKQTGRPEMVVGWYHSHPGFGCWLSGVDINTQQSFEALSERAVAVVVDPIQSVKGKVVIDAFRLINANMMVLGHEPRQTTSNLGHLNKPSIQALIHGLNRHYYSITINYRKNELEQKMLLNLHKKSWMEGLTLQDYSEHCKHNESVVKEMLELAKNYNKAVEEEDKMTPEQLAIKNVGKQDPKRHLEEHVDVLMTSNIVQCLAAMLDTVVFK
SUMO1-SIM PPI = modulators of human SUMO1-mediated protein-protein interactions. P63165. 0.33% of 360,000 active. SUMO1 binding to a labelled peptide, TR-FRET, 1 h. inhibition, % at 20 µM; in the data active = inhibition above about 37%
Target sequence (P63165 whole entry, looked up): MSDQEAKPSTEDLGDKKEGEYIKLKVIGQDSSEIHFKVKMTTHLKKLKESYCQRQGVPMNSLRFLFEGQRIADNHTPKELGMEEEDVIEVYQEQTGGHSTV
The depositor's hits bear a star; i = inactive; nt = not tested or not shown.

Order of values – LMPTP inh, Scp1 inh, PABP1 MLLE inh, DNMT1 block, STEP inh, Tb MetRS inh, CSN deneddyl inh, NadD block, Rpn11 block, SUMO1-SIM PPI
- Cc1ccc(S(=O)(=O)N(CCC(=O)NCc2ccc(S(N)(=O)=O)cc2)c2ccccc2)cc1
    -0.6, -1, 17, -2, 0, -0.3, -1, 0, i, -3
- O=C(NCc1cn2ccsc2n1)Nc1ccc(Cl)cc1
    0.0, -3, 6, -8, 0, 2.0, -2, 2, i, 5
- CCC(=NNc1ccc([N+](=O)[O-])cc1[N+](=O)[O-])c1ccccc1
    0.5, nt, 0, 17, 4, -0.5, -1, 8, i, -14
- N/C(CS(=O)(=O)c1ccccc1)=N\OC(=O)c1ccc(F)cc1
    -1.3, -7, -1, 2, -1, -0.2, 0, 0, i, 8
- COc1cccc(/C=C2\SC(=S)N(CCC(=O)N3CCCCC3)C2=O)c1
    1.1, -5, 12, -13, 0, 0.1, -2, -6, i, -7
- O=C(OCc1nnc(-c2ccccc2)o1)c1ccc2c(c1)OCCO2
    1.3, -20, -8, -4, -2, -0.3, -4, -1, i, -5
- COc1ccc(C(=O)CC(=O)C(=O)Nc2cc(OC)c(OC)c(OC)c2)cc1
    0.3, -20, 5, -2, 2, -0.5, -1, 1, i, -21
- CC1(C)Cc2c(sc3[nH]c(=S)[nH]c(=O)c23)CO1
    -0.8, -3, 22, 5, 3, 0.1, -9, -2, i, 2
- COc1ccc(C(C)C)cc1S(=O)(=O)Nc1ccccn1
    -1.4, -3, 7, 5, -3, -0.2, 5, 4, i, -3
- C#CCN(C[C@@H]1[C@@H](OC(=O)NC2CC2)[C@@H](OC(=O)NC2CC2)Cn2c(=O)n(CCCCCC)c(=O)n21)S(=O)(=O)c1ccc(C)cc1
    1.8, nt, 13, -8, -1, -1.3, 4, -6, i, 5
- COc1cc(CN(C)c2ccc(S(=O)(=O)N3CCCC3)cn2)ccc1OC(F)F
    1.2, 0, 7, -1, 3, -0.1, -3, 4, i, 3
- Cc1ccc(C)n1-c1cc(S(=O)(=O)N2CCOCC2)ccc1N1CCCC1
    1.7, 2, 1, -10, 4, 0.6, -3, 35*, i, -1
- CCOC(=O)NNC(=O)c1ccc(Cl)cc1
    -1.4, -11, 5, 2, 2, -0.5, -3, 2, i, -1
- CCCSc1nc(N)nc2c1ncn2C1OC(CO)C(O)C1O (stereo not given)
    -0.3, 12, -36, 4, 2, -0.2, -5, 4, i, 12
- O=C(COC(=O)CNC(=O)c1ccccc1F)NCC(F)(F)F
    -0.1, -8, 4, 7, 0, -0.5, -5, -4, i, 3
- Cc1c(C(=O)NCCN2CCCC(O)C2)oc2c(F)cccc12 (stereo not given)
    -1.3, -14, -7, 2, 0, -1.1, -2, 0, i, -1
- CCC1(CC)C(=O)Nc2ccccc21
    0.6, -4, 0, 75*, -2, 1.2, -3, 11, i, 2
- Cc1occc1C(=O)Nc1cccc(S(=O)(=O)N2CCOCC2)c1
    0.7, -6, 10, 1, 0, 0.1, -6, 1, i, 0
- CCN(CC)S(=O)(=O)c1ccc(NC(=O)c2ccc(CN3CCOCC3)cc2)cc1
    -0.6, -5, -2, 10, 0, -0.3, -1, 6, i, 2
- O=C(Nc1ccc2c(c1)OCCO2)C1C(=O)Nc2ccccc2C(=O)N1C1CCCCC1 (stereo not given)
    -0.4, nt, nt, nt, nt, -0.8, -2, nt, nt, 3
- O=C(Nc1ncccn1)C1c2ccccc2Oc2ccccc21
    -1.0, 0, -7, -3, 0, -0.3, -12, 1, i, -1
- CCN(CC(=O)Nc1ccc(OC)cc1)C(=O)CN1C(=O)NC(C)(c2ccc3ccccc3c2)C1=O (stereo not given)
    0.8, -5, 10, -2, -1, 0.4, 2, 2, i, -1
- O=C(O)c1ccc(N=NN2CCCC2)cc1
    0.3, 2, -5, 3, 2, 0.2, -12, 5, i, 0
- CC(NC(=O)c1ccc(Cl)s1)C1CCCO1 (stereo not given)
    -0.8, -3, 9, 5, -2, -0.3, -1, -3, i, 0
- CCOC(=O)C1CCCN(C(=O)c2ccc3nc(-c4ccc(OC)c(OC)c4)c(-c4ccc(OC)c(OC)c4)nc3c2)C1 (stereo not given)
    1.2, -8, -6, -3, 0, -0.2, -5, -9, i, -30
- COC(=O)[C@]12CCCCC=C1N(Cc1ccc(Cl)cc1Cl)C(=O)[C@H](CC(=O)NCc1cccc(C(F)(F)F)c1)C2
    4.6, nt, nt, nt, nt, 0.1, -1, 2, nt, 9
- CC(C)OC(=O)CSc1nnc2c(n1)[nH]c1ccc(F)cc12
    -2.0, 1, 3, 2, 0, 0.3, -3, 3, i, -2
- Nc1ncnc2c1ncn2[C@@H]1O[C@H](C(=O)NCc2ccc(OC(F)(F)F)cc2)[C@@H](O)[C@H]1O
    -1.5, nt, -12, 0, -3, 0.4, 8, -3, i, 4
- O=C(O)c1cc(N/N=C/c2ccc(N3CCOCC3)cc2)ccc1Cl
    -0.5, 23, 5, -6, 1, -1.0, 1, 2, i, 5
- O=C(Nc1sc2c(c1C(=O)O)CCCC2)c1ccc(F)cc1
    -0.7, -10, -7, -6, -1, 0.1, -2, -2, i, 1
- CC(=O)Nc1ccc(C(=O)N/N=C/C2CC3C=CC2C3)cc1 (stereo not given)
    -0.3, -8, -9, -2, -2, -0.5, 2, -4, i, 1
- O=C(N/N=C/c1ccccn1)c1ccc(NC(=O)c2ccccc2Cl)cc1
    -0.4, -4, 8, 0, -1, -0.6, 1, 0, i, 1
- Cc1cc(=O)oc(C)c1C(=O)N1CCc2c([nH]c3ccccc23)C1C(C)C (stereo not given)
    -0.2, 0, 0, 4, 3, -0.7, 6, 1, i, 6
- O=C(Cn1cc2c(n1)CCCC2)N1CCCC1
    -2.6, -8, -3, 1, 0, -0.3, -3, -3, i, 2
- CCOc1ccc(N(C(C)C(=O)N/N=C(\C)c2cccc(NC(=O)c3ccccc3)c2)S(C)(=O)=O)cc1 (stereo not given)
    0.7, -9, -6, -6, 1, -0.7, -3, 10, i, 8
- O=C1COc2ccc(C(=O)COC(=O)Cc3ccc(F)cc3)cc2N1
    3.0, -3, -8, -2, -2, 0.2, -4, -7, i, -2
- Cc1ccc(OCC(=O)Nc2ccc3c(c2)OCO3)cc1C
    0.8, -9, -23, 2, -2, -0.5, -3, -1, i, 2
- COCC(C)NC(=S)NCCc1ccc(Cl)cc1Cl (stereo not given)
    0.5, -21, -25, 5, 0, 0.5, 2, -5, i, -4
- CCOC(=O)C1=C(C)N(C)C(=O)NC1c1cccc([N+](=O)[O-])c1 (stereo not given)
    -1.0, -6, 10, -1, -3, -0.2, 2, 0, i, -11
- Cc1cc(C)n(Cc2ccc(C(=O)NCCC3=CCCCC3)o2)n1
    -1.0, -4, 4, -3, -4, -0.6, -2, -1, i, 1
- COc1ccccc1-c1nc(-c2ccc(Br)cc2)no1
    0.8, -10, 2, -3, 0, 0.1, -2, 7, i, -4
- CC(C)CC(C(=O)OCC(=O)N1CCN(c2ccccc2)CC1)N1C(=O)c2ccccc2C1=O (stereo not given)
    0.8, -7, -6, -2, 1, -0.3, 5, 4, i, 1
- CCN(CCO)C(=O)c1ccc2nc(Cc3cccc(Cl)c3)oc2c1
    -1.4, -5, 5, 5, -3, -0.1, -2, -2, i, -1
- COC(=O)c1cccnc1NC(=S)NNC(=O)c1ccncc1
    -0.1, -11, 36, 0, -5, -0.1, 3, 4, i, -3
- C[C@@H]1CN([C@H](C)CO)S(=O)(=O)c2ccc(C#Cc3ccccc3)cc2O[C@@H]1CN(C)C(=O)CN(C)C
    -6.3, nt, -18, -3, -2, -1.4, 1, 7, i, -56
- S=C(Nc1ccccc1Cl)N(CCCN1CCOCC1)Cc1ccco1
    -3.9, -10, -43, -1, 11, 0.0, -4, 5, i, -1
- CC(=O)N/N=C(\C)c1ccc2c(c1)OCCO2
    -0.7, -10, 5, 1, -3, -0.3, 1, -1, i, -6
- COCC1CCN(C(=O)c2cc(COc3ccc(OC)cc3Cl)on2)C1 (stereo not given)
    -1.0, nt, 6, -1, -3, 0.4, -2, -4, i, 8
- O=C(NC(=S)N1CCCC1)c1ccc(Cl)cc1
    -1.1, -10, -6, 13, 0, -0.3, 0, -2, i, -3
- Cc1ccc(Nc2c(-c3ccco3)nc3ccccn23)cc1
    1.0, -4, 1, -2, 0, -0.1, 2, -1, i, -2
- Cc1cc(SCC(=O)Nc2cccc(S(=O)(=O)NC3=NCCCCC3)c2)nc2ccccc12
    0.0, 0, 15, -2, 5, -0.2, 4, -1, i, -18
- COCC(C)NC(=O)c1ccc2nc(-c3ccccc3)c(-c3ccccc3)nc2c1 (stereo not given)
    -0.2, -6, -5, -3, 1, 0.2, 8, -2, i, -30
